GALK inhibitor – galactokinase (human) inhibition. actives 0.007% (n = 270,000). AID 1868. P51570. Purified GALK, Kinase-Glo residual ATP luminescence. Potency, µM (titrated, usually from 57.5 µM), for inactives: at the top dose activity change, negative = inhibition, hits mostly inhibitors; note: potency is the fitted concentration of half-maximal effect; % is set by controls: 0 for no effect and ±100 for the full control effect
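Luminescence from leftover ATP (Ultra-Glo luciferase/luciferin) served as read-out after a 1 h room-temperature reaction of 5 nM GALK with 35 uM ATP and 100 uM galactose.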
Coupling enz – inhibits coupling enzyme system, counter-screen for aldolase hits. coupling enzyme system counterscreen, AmpLite Red fluorescence. AID 2472. activity change, negative = inhibition, % at 58.2 µM, hits read low. actives 0.67% (n = 290,000); in the data active = activity change below about -30%; note: % is set by controls: 0 for no effect and ±100 for the full control effect
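Counterscreen of the coupled detection system alone, without aldolase: glyceraldehyde-3-phosphate coupling enzymes plus AmpLite Red readout. Compounds at 57.5 uM final, 10 min RT preincubation, 20 min RT reaction, fluorescence 525/598 nm.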
PKM2 act – increases activity of human pyruvate kinase M2; purified PKM2, Kinase-Glo ATP luminescence, activation; response scale: 0% is enzyme alone, no compound; Potency, µM (doses to about 57.5 µM), for the others: top-dose activation, usual class: activators; actives 0.34% (n = 260,000); note: potency is the fitted concentration of half-maximal effect; % is set by controls: 0 for no effect and ±100 for the full control effect; nearly all actives have a fitted effect of over 55% in size
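Purified hPK-M2 (>95% pure) converted ADP (0.1 mM final) to ATP with 0.5 mM PEP in 50 mM imidazole pH7.2, KCl, MgCl2, Tween 20, BSA; 1 h at room temperature. ATP detected by Kinase-Glo luminescence.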
USP2a block – blocks human ubiquitin-specific protease USP2a | USP2 core, Ub-CHOP2 coupled fluorogenic reporter, 485/531 | Potency, µM (titrated, usually from 38.3 µM), for the others: at the highest dose activity change, negative = inhibition, actives largely listed as inhibitors | actives 0.01% (n = 330,000) | AID 463254;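 note: potency is the fitted concentration of half-maximal effect; plate controls were DMSO wells for no effect and full inhibition by NEM control for full effect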
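USP2 core (10nM final) preincubated 30min RT with compound in 20mM Tris-HCl pH 8.0, 2mM CaCl2, 2mM beta-mercaptoethanol, 0.05% CHAPS; 25nM Ub-CHOP2 plus 25nM reporter substrate added, fluorescence (Ex485/Em531) read after 60min.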
Giardia kill – Giardia lamblia killing. Giardia lamblia trophozoite viability. activity change, % at 7.66 µM, hits read low. actives 0.15% (n = 340,000). AID 540267; in the data active = activity change below about -80%; inconclusive = between about -30% and that limit;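 note: parasites exposed to compound for two days anaerobically before the ATP read; % is set by controls: 0 for no effect and ±100 for the full control effect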
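Viability, read as ATP luminescence: trophozoites at 100 cells/well, compound added, 48 hrs anaerobic at 37 deg C, then 15-30 min room-temperature development before reading.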
CXXC DNA block – MLL CXXC-DNA interaction inhibition | actives 0.037% (n = 290,000) | Potency, µM (highest dose often 115 µM), inactives show top-dose activity change, negative = inhibition, hits mostly inhibitors | MLL-CXXC / FITC-HOXA9 DNA fluorescence polarization | AID 2662; active = well fitted inhibition curve with a large enough effect in the polarisation, with a control signal flat, not every such curve was filed as active; inconclusive = small, poorly fitted or top-dose-only effect, or effect the other way, or a change in a side signal; inactive = no such curve, though single readings can be large or run the other way; the % refers to the polarisation; note: potency is the fitted concentration of half-maximal effect
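Fluorescence polarization: 7 uM MLL-CXXC (stock) preincubated 5 min with compounds, then 50 nM fluorescein-HOX-A9 DNA (stock) added; 30 min ambient. Buffer 50 mM Tris-HCl pH 7.5, 50 mM NaCl, 1 mM DTT, 0.05% BSA.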
B2AR arrestin – agonists driving beta-arrestin recruitment to human beta2-adrenergic receptor; Potency, µM (highest dose often 46.1 µM), for inactives: at the highest dose activation, most hits filed as activators; P07550; beta-arrestin recruitment to beta2AR, cell-based reporter; AID 492947; actives 0.02% (n = 330,000);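 note: potency is the fitted concentration of half-maximal effect; 0% = DMSO controls and full agonism = EC100 isoproterenol or metaproterenol; nearly all actives have a fitted effect of over 65% in size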
Target sequence (P07550 whole entry, looked up): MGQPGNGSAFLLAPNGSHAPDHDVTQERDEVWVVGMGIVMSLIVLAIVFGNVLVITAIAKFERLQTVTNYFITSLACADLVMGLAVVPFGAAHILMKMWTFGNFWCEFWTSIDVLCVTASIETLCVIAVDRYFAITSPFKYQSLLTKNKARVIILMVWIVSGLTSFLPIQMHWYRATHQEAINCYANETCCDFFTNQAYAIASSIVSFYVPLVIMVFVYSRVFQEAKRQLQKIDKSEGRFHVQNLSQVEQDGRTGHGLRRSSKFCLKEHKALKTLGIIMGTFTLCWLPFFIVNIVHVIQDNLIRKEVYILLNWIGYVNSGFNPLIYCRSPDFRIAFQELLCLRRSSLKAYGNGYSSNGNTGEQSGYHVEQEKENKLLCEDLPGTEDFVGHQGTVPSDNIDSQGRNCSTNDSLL
Menin-MLL TR inh – inhibitors of human menin-MLL interaction, mutant MLL peptide; O00255; Menin + Texas Red MLL mutant peptide, fluorescence polarization; Potency, µM (series often up to 61.6 µM), for inactives: top-dose FP activity change, negative = inhibition, actives largely listed as inhibitors; actives 0.23% (n = 270,000); active = well fitted inhibition curve with a large enough effect in the polarisation, with a control signal flat, not every such curve was filed as active; inconclusive = small, poorly fitted or top-dose-only effect, or effect the other way, or a change in a side signal; inactive = no such curve, though single readings can be large or run the other way; the % refers to the polarisation; note: potency is the fitted concentration of half-maximal effect; % of control where 0% means no effect; many of its hits are not listed in these tables
Target sequence (O00255 whole entry, looked up): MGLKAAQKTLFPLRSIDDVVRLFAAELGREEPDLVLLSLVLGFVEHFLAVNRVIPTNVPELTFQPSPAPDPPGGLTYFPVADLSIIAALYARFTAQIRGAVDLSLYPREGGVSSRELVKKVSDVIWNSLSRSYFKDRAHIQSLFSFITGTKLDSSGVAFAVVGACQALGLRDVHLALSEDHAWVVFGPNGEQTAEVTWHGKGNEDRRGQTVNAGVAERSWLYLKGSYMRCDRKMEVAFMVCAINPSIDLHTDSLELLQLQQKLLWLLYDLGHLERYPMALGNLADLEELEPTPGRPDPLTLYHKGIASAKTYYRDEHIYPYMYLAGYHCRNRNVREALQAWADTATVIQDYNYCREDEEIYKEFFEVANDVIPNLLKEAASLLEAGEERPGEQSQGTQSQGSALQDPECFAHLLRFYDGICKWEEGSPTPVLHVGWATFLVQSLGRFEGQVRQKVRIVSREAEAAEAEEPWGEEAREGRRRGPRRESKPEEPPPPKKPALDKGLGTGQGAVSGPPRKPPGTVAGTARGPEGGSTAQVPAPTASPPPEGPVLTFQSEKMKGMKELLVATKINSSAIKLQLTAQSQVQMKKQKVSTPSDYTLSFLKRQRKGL
TRPV1 agonist – activates the human vanilloid receptor TRPV1 | Q8NER1 | TRPV1-expressing cells, Fluo-8 calcium influx, agonist mode | activation, % at 8.33 µM | actives 0.19% (n = 320,000) | AID 540275; in the data active = activation above about 80%; inconclusive = between about 30% and that limit; note: 0% is about no effect
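TRPV1-expressing cells were cultured overnight at 35.5C and loaded with Fluo-8 calcium dye for 40 to 90 min at room temperature. After a 10 s baseline, compound was added and calcium influx was read kinetically for 3 min (ex 480/em 520 nm).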
KCNH2 WT inh – KCNH2 (human, wildtype) channel inhibition; U2OS, BacMam KCNH2, thallium flux FluxOr; stronger effect = lower value; AID 720551; Q12809; activity change, % at 1.84 µM; actives 0.37% (n = 340,000);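 active = maximum activity change below -70%; inconclusive = maximum activity change between -70% and -50%; inactive = maximum activity change above -50%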; note: % is set by controls: 0 for no effect and ±100 for the full control effect
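U2OS cells transduced with wild-type KCNH2 virus are loaded with FluxOr dye for 45 min, and thallium flux is measured in kinetic reads before and after stimulation buffer. Rate constants are normalized to DMSO controls.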
KCNH2 3.1 inh – KCNH2 3.1 (human) potassium channel inhibition | U2OS KCNH2 3.1, thallium flux FluxOr; stronger effect = lower value | activity change, % (tested at about 1.8 µM) | actives 0.95% (n = 340,000) | AID 720553;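 active = maximum activity change below -70%; inconclusive = maximum activity change from -70% to -50%; inactive = maximum activity change above -50%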;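 note: thallium influx rate constant from kinetic fluorescence after stimulation buffer; % is set by controls: 0 for no effect and ±100 for the full control effect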
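U2OS cells transduced with KCNH2 3.1 mutant virus (1.77 x 10^8 /mL, 4 h), plated overnight at 37 C, loaded 45 min with FluxOr dye plus Red40 quencher. Thallium flux rate constant from kinetic reads after stimulation buffer, normalised to controls.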
* marks the source's active call; other numbers are inactive results; ? = inconclusive; . = no result given; [ ] = remark or other dose. Unless noted, calls come from the whole dose curve; as a rule, active = well fitted curve in the direction sought with a large enough effect; inconclusive = small, poorly fitted or top-dose-only effect, or another doubt; inactive = no such curve, though single readings can be large; an effect the other way counts as inactive or inconclusive. Only part of the results is shown; the hit share may differ from the screen's.

SMILES	GALK inhibitor	Coupling enz	PKM2 act	USP2a block	Giardia kill	CXXC DNA block	B2AR arrestin	Menin-MLL TR inh	TRPV1 agonist	KCNH2 WT inh	KCNH2 3.1 inh
CCOc1ccc(N2C(=O)CC(Sc3ncccn3)C2=O)cc1 (stereo not given)	-0.6%	3.0	1.7%	1.6%	2.1	3.3%	-0.1%	-2.9%	-0.1	-0.7	5.9
COc1ccccc1-n1c(SCC(N)=O)nc2sc3c(c2c1=O)CCC3	-0.8%	0.1	9.2%	-0.6%	3.2	3.4%	5.1%	.	-3.2	0.7	-21.7
CCN(C(=O)COC(=O)/C=C/c1ccc(C)o1)c1c(N)n(Cc2ccccc2)c(=O)[nH]c1=O	.	.	.	-1.4%	-3.3	.	-0.2%	.	-2.1	-3.5	-3.3
CC1(C)CNc2cc(N)ccc2S1	5.4%	-10.9	1.9%	0.5%	-14.5	1.3%	0.2%	?	-0.5	-5.5	0.8
CC(=O)OCc1c(C)cc(C)c(/C=C(/C#N)C(N)=O)c1C	-0.2%	3.9	-0.2%	-1.0%	-10.4	-2.2%	4.5%	?	5.7	-8.4	-1.3
COC(=O)CCC(=O)Nc1cccc([N+](=O)[O-])c1	-7.0%	-0.1	.	3.1%	8.9	-3.4%	0.1%	?	1.7	.	-5.3
COc1ccc2c(OC)cc(-c3ccccc3)nc2c1	-2.3%	-0.7	5.0%	0.4%	6.5	-4.7%	-0.3%	-11.4%	6.5	-19.5	6.7
O=S(=O)(c1ccc(Br)cc1)N1CCn2c(nc3ccccc32)C1	2.0%	2.9	-0.3%	-4.6%	-9.9	2.7%	0.0%	-2.4%	?	9.2	3.0
Cc1cc(C)c(NC(=O)Cn2nnc(C(=O)NCc3cccs3)c2N)c(C)c1	8.8%	2.4	-14.6%	-0.5%	-7.3	28.4%	-0.5%	.	.	-3.2	7.3
CCCCn1nnc(NC(=O)c2ccc(-c3cccc([N+](=O)[O-])c3)o2)n1	1.5%	1.3	0.1%	-2.1%	.	8.1%	-1.8%	2.2%	-2.5	.	.
CC(C)n1ncc2c(C(=O)NCCOc3ccccc3F)cc(C3CC3)nc21	.	.	.	4.9%	-10.8	.	3.6%	.	.	16.6	6.0
Cc1ccc(S(=O)(=O)Nc2ccc3c(c2)nc(CCN2CCOCC2)n3C)cc1	-0.6%	0.8	2.5%	-4.9%	9.9	5.4%	3.1%	.	-4.3	-2.9	6.2
O=C(c1ccc(CS(=O)Cc2ccc(Cl)cc2)o1)N1CCN(c2ccccc2)CC1 (stereo not given)	0.7%	-0.5	.	-5.1%	19.3	5.4%	-1.1%	-26.7%	-4.9	0.4	-11.5
Cn1nc(OC(=O)Nc2ccc(F)cc2)cc1C(F)(F)F	0.3%	0.3	4.1%	0.3%	-0.8	5.8%	-0.1%	12.4%	8.7	-2.4	-2.1
Cc1ccc(S(=O)(=O)N2C[C@@H]3[C@H]4CC[C@H](C4)[C@@H]3[C@@H](C)[C@H]2c2ccn(Cc3ccccc3)c2)cc1	.	.	.	-0.3%	41.2[activator]	.	-0.8%	.	.	10.3	-4.6
Cc1ccc(CS/C(Nc2ccccc2C)=C(\C#N)C(=O)NCc2ccco2)c(C)c1	-1.7%	-6.8	-6.8%	-2.8%	-10.0	-7.7%	0.5%	-13.5%	-0.5	-3.1	-23.5
CS(=O)(=O)N(CC(=O)N1CCN(Cc2ccccc2)CC1)Cc1ccccc1	0.2%	1.3	-1.4%	2.7%	11.6	3.8%	0.3%	3.8%	-1.5	-7.2	7.1
O=S(=O)(c1ccc2c(c1)CCCN2)N1CCCC1	.	.	.	1.3%	-3.4	.	-0.1%	.	1.2	3.0	-5.2
COc1cccc(CN(C(=O)COc2ccc(Cl)cc2)C2CCS(=O)(=O)C2)c1 (stereo not given)	-11.3%	-1.5	.	0.1%	-22.0	-15.3%	-0.4%	-1.7%	0.0	-2.3	-24.2
COc1ccc(Cn2c(=O)[nH]c3cc(C(=O)NCCc4ccc(S(N)(=O)=O)cc4)ccc3c2=O)cc1	11.1%	6.5	1.9%	0.4%	13.2	9.1%	-0.1%	?	-0.3	9.1	-7.7
CCOC(=O)c1c(C)[nH]c(C(=O)NCC(c2ccco2)N2CCCCC2)c1C (stereo not given)	.	.	.	-9.0%	6.0	.	-1.1%	.	.	6.5	11.8
CCOC(=O)C1=C(C)NC(=O)NC1c1c(O)ccc2ccccc12 (stereo not given)	2.2%	4.0	6.9%	1.0%	2.9	1.0%	-0.2%	-10.7%	-2.1	-12.7	16.4
CCCC1CCC(c2ccc(/C(N)=N/O)cc2)CC1 (stereo not given)	-1.6%	2.1	7.5%	0.4%	13.7	0.4%	-0.4%	?	-4.9	2.8	3.4
C[C@H](NC(=O)OC(C)(C)C)C(=O)N/N=C/c1ccc2nccnc2c1	5.6%	8.6	-7.4%	-0.6%	-12.6	-7.6%	0.5%	.	1.3	-0.5	-5.1
CCC(C)NS(=O)(=O)c1ccc(-c2csnn2)s1 (stereo not given)	0.8%	4.7	-2.2%	0.0%	42.7[activator]	-4.3%	0.4%	13.1%	-2.9	-8.3	-2.9
O=C(COC(=O)Cc1ccccc1[N+](=O)[O-])NNC(=O)c1ccc([N+](=O)[O-])cc1	.	.	.	1.1%	8.8	.	0.1%	.	-2.9	6.4	-0.8
Cc1ccc(C(=O)N/N=C/c2c(O)ccc3ccccc23)cn1	.	-3.0	.	2.7%	10.4	?	-0.5%	?	27.8	6.9	10.5
CCOc1ccc(-c2cn(-c3cccc(SC)c3)c(=O)[nH]2)cc1	0.1%	1.2	2.2%	2.9%	7.0	9.5%	0.0%	-9.8%	-1.3	-4.3	-10.3
Cc1ccc(CSCCNS(=O)(=O)c2ccc(C)cc2)cc1	1.5%	-0.6	6.8%	1.8%	4.9	8.7%	-1.1%	8.7%	5.5	7.9	9.7
COc1ccc(N(C(=O)C(C)C)S(=O)(=O)c2cccc([N+](=O)[O-])c2)cc1	-0.1%	1.8	1.4%	-2.4%	2.0	-3.1%	0.5%	-2.2%	11.4	-3.0	2.0
CCOC(=O)N1CCC(NC(=O)CN2C(=O)COc3ccc(C(C)(C)C)cc32)CC1	-0.3%	-2.4	-27.7%	2.4%	2.2	-11.7%	-0.2%	-17.5%	-0.6	12.9	5.3
COc1ccc(CN2CCN(CC=C(C)C)C(CCO)C2)cc1Cn1cccn1 (stereo not given)	4.9%	1.0	-3.9%	0.7%	2.2	-4.6%	-0.7%	-21.6%	1.5	-22.1	15.5
Cc1cnc(NC(=O)CN2CCN(c3ccccc3F)CC2)s1	-2.4%	-0.4	12.0%	-0.9%	13.7	-2.9%	0.0%	6.9%	24.0	-0.2	7.1
OCCN1CCN(Cc2cc(Br)cc(Br)c2O)CC1	0.0%	0.0	1.8%	2.2%	-18.5	5.2%	-0.2%	24.8%	2.3	-4.2	-29.0
CCCS(=O)(=O)N1CCC(C(=O)NCCN2CCC(Cc3ccccc3)CC2)CC1	-0.2%	-0.1	-0.7%	2.8%	0.1	1.4%	0.1%	-10.9%	0.0	30.2	-23.4
COc1ccc(S(=O)(=O)NC2(C(F)(F)F)N=C3SCCN3C2=O)cc1 (stereo not given)	2.6%	2.2	-1.0%	2.1%	3.4	-3.3%	-0.1%	7.2%	-3.9	8.4	-13.7

For convenience, 4 of the compounds above:
SMILES	GALK inhibitor	Coupling enz	PKM2 act	USP2a block	Giardia kill	CXXC DNA block	B2AR arrestin	Menin-MLL TR inh	TRPV1 agonist	KCNH2 WT inh	KCNH2 3.1 inh
Cc1cnc(NC(=O)CN2CCN(c3ccccc3F)CC2)s1	-2.4%	-0.4	12.0%	-0.9%	13.7	-2.9%	0.0%	6.9%	24.0	-0.2	7.1
OCCN1CCN(Cc2cc(Br)cc(Br)c2O)CC1	0.0%	0.0	1.8%	2.2%	-18.5	5.2%	-0.2%	24.8%	2.3	-4.2	-29.0
CCCS(=O)(=O)N1CCC(C(=O)NCCN2CCC(Cc3ccccc3)CC2)CC1	-0.2%	-0.1	-0.7%	2.8%	0.1	1.4%	0.1%	-10.9%	0.0	30.2	-23.4
COc1ccc(S(=O)(=O)NC2(C(F)(F)F)N=C3SCCN3C2=O)cc1 (stereo not given)	2.6%	2.2	-1.0%	2.1%	3.4	-3.3%	-0.1%	7.2%	-3.9	8.4	-13.7

Screening data as filed in PubChem.
